HEK293 viab – GF-AFC viability counterscreen for inhibitors of alpha-synuclein gene (SNCA) expression. HEK-293-SNCA-luc viability, GF-AFC fluorescence, 24 h. Potency, µM (titrated, usually from 57.1 µM), inactives show at the top dose activity change, negative = cytotoxicity, most hits filed as cytotoxic. 0.12% of 150,000 active;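 note: potency is the fitted concentration of half-maximal effect; 0% = DMSO-treated cells and -100% = medium-only wells without cells; nearly all actives have a fitted effect of over 30% in size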
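HEK-293-SNCA-luc cells (1500/well) plated 24 h, then exposed 24 h to a dilution series; GF-AFC added 30 min at 37C, fluorescence 405/540 nm; normalised to medium-only and DMSO wells, Hill fit.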
IP6K1 inh – Primary qHTS assay for small molecule inhibitors of Inositol hexaphosphate kinase 1 (IP6K1); Inositol hexakisphosphate kinase 1 (Homo sapiens), Q92551; IP6K1 kinase, ADP-Glo luminescence, 2 h; stronger effect = lower value; activity change, % (series mostly up to about 58 µM); 0.81% of 140,000 active; AID 1645851, 2021; in the data active = activity change below about -25%
Target sequence (Q92551 whole entry, looked up): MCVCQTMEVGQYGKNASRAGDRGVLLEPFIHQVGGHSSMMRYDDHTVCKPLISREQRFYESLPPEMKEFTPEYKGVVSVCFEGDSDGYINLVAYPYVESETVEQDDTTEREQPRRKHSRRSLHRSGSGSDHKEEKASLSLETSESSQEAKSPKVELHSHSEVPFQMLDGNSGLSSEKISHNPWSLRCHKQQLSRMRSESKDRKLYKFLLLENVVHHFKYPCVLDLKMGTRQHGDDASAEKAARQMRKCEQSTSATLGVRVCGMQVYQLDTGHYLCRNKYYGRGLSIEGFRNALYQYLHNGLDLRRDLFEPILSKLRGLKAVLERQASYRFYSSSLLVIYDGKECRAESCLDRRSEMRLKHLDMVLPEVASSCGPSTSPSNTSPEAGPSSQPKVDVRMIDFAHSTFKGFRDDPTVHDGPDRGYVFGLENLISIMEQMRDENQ
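ADP-Glo luminescence measures ADP made by human IP6K1 during a 2 h RT reaction with ATP/IP6 (mix at 1.3 mM/130 uM); top library doses 57.5 and 19.1 uM final.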
SNCA expr inh – Primary qHTS assay for inhibitors of alpha-synuclein gene (SNCA) expression; AID 1671194, 2021; HEK-293 SNCA-luciferase knock-in, luminescence, 24 h; Potency, µM (titrated, usually from 57.2 µM), without a hit: top-dose activity change, negative = inhibition, actives largely listed as inhibitors; 0.17% of 140,000 active;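 note: potency is the fitted concentration of half-maximal effect; plate controls were DMSO cells for no effect and cell-free wells for full effect; nearly all actives have a fitted effect of over 45% in size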
3T3 cytotox – Cytotoxic Profiling in NIH 3T3 Cell Line of Diverse Libraries Using Quantitative High-Throughput Screening | NIH 3T3 viability, CellTiter-Glo ATP luminescence, 48-72 h | 4.3% of 94,000 active | Potency, µM (series often up to 96.7 µM), inactives show at the top dose activity change, negative = cytotoxicity, actives largely listed as inhibitors; note: potency is the fitted concentration of half-maximal effect; nearly all actives have a fitted effect of over 55% in size
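Luminescent ATP readout (CellTiter-Glo, 10 min RT) after 48 or 72 hr compound exposure of NIH 3T3 cells seeded at 400 cells/well in 1536-well format; quantitative HTS.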
GPT2 inh – Primary qHTS assay for inhibitors of Glutamate pyruvate transaminase 2 (GPT2) | Recombinant GPT2, coupled pyruvate oxidase/HRP Amplex Red fluorescence | Alanine aminotransferase 2 (Homo sapiens), Q8TD30 | 0.25% of 100,000 active | Potency, µM (highest dose often 57.7 µM), without a hit: top-dose activity change, negative = inhibition, most hits filed as inhibitors | AID 1671188, 2021; note: potency is the fitted concentration of half-maximal effect; nearly all actives have a fitted effect of over 60% in size; many of its hits are not listed in these tables
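Inhibition is scored from Amplex Red fluorescence generated when pyruvate oxidase and HRP act on pyruvate released by GPT2. Reactions contain 10ng/uL enzyme, 250uM a-KG and 2mM L-alanine and run 30 min at room temperature.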
HEK cytotox – Cytotoxic Profiling in HEK 293 Cell Line of Diverse Libraries Using Quantitative High-Throughput Screening; 6.6% of 94,000 active; Potency, µM (series often up to 115 µM), inactives show at the highest dose activity change, negative = cytotoxicity, most hits filed as inhibitors; AID 1345083, 2018; HEK 293 viability, ATP luminescence (CellTiter-Glo), 48-72 h; note: potency is the fitted concentration of half-maximal effect; nearly all actives have a fitted effect of over 60% in size
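HEK 293 cells at 250 cells/well were exposed to compounds by pintool transfer for 48 or 72 hr at 37 degree Celsius, 5% CO2. Viability was read as ATP-coupled luminescence with CellTiter-Glo after 10 min at room temperature.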
FLuc inh – Firefly luciferase inhibition profiling of diverse chemical library using quantitative high-throughput screening | Luciferin 4-monooxygenase (Photinus pyralis), P08659 | purified P. pyralis luciferase, luminescence, biochemical | Potency, µM (series often up to 115 µM), without a hit: at the highest dose activity change, negative = inhibition, actives largely listed as inhibitors | 2.5% of 76,000 active; note: potency is the fitted concentration of half-maximal effect; nearly all actives have a fitted effect of over 65% in size
Target sequence (P08659 whole entry, looked up): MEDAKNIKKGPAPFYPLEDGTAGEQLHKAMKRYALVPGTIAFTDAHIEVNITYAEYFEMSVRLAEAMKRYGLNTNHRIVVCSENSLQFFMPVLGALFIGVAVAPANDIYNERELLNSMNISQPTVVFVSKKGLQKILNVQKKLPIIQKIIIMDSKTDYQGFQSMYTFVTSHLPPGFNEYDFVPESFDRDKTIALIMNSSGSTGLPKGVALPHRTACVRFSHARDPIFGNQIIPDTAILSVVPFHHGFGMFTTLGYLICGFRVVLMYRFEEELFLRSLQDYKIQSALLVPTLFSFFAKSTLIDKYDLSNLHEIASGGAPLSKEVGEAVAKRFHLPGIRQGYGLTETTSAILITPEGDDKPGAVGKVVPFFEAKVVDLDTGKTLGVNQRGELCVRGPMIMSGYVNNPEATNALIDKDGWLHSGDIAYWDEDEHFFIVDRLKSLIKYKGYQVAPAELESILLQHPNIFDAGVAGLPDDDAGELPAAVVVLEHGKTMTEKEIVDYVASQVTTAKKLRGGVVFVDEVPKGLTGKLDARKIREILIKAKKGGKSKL
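Luminescence read by CCD imager after adding enzyme (10nM final) to wells holding compound, titrated in qHTS. Substrates 10uM each D-luciferin and ATP; buffer 50mM Tris acetate pH 7.5, 10mM Mg acetate, Tween-20, BSA.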
* = called active by the depositor; i = inactive; ? = inconclusive; / = no result given; & = joins results of further samples; ! = a repeat was not active; [ ] = dose if it differs, or a comment. Unless noted, calls come from the whole dose curve; as a rule, active = well fitted curve in the direction sought with a large enough effect; inconclusive = small, poorly fitted or top-dose-only effect, or another doubt; inactive = no such curve, though single readings can be large; an effect the other way counts as inactive or inconclusive. Unless noted, % is set by controls: 0 for no effect and ±100 for the full control effect. Only part of the results is shown (hit frequency here may not be typical).

SMILES | HEK293 viab | IP6K1 inh | SNCA expr inh | 3T3 cytotox | GPT2 inh | HEK cytotox | FLuc inh
CCC/C=C/C(=O)O[C@H]1CC(C)(C)CC2[C@]13[C@H](O)O[C@@]21CCC2[C@@]4(C)CC[C@H](O[C@@H]5O[C@H](C(=O)O)[C@@H](O)[C@H](O[C@@H]6O[C@H](CO)[C@H](O)[C@H](O)[C@H]6O[C@@H]6O[C@@H](C)[C@H](O)[C@@H](O)[C@H]6O[C@@H]6OC[C@](O)(CO)[C@H]6O)[C@H]5O[C@@H]5O[C@H](CO)[C@H](O)[C@H](O)[C@H]5O)C(C)(C)C4CC[C@@]2(C)[C@]1(C)C[C@H]3OC(C)=O (stereo not given in full) | -17.4%[12.5 µM] | -3.0 | / | / | 2.0%[11.5 µM] | / | /
COc1nc2nc(CC3CC3)n(C)c2cc1-c1cccc(NC(C)=O)c1 | -14.5%[87.6 µM] | 11.8 | 16.2%[87.6 µM] | -13.0%[138 µM] | 4.4%[88.5 µM] | ? | -23.2%[172 µM]
O=C(c1ccc(F)cc1)N1CCC(c2n[nH]c(=O)n2-c2ccccc2)CC1 | 0.6% | -10.4 | 6.6% | -27.5% | i | 1.6% | -3.1%
O=C(Cc1c(F)cccc1F)Nc1cc(OCc2ccc(Cl)cc2)ccn1 | -18.6% | -11.1 | / | / | i | / | /
CN1CC[C@H](N(Cc2ccccc2)C(=O)CC2CCCC2)C[C@H](O)C1 | / | -1.7 | / | ? | / | -26.3% | /
COc1ccccc1N1CCN(CCCNC(=O)c2nnc(Cc3ccc(F)cc3Cl)o2)CC1 | -11.3% | -13.5 | 23.8% | / | / | / | /
O=C(c1ccccc1Cl)N1CCCC(c2nn(-c3cccc(Cl)c3)c(=O)[nH]2)C1 (stereo not given) | -8.7% | 3.2 | -6.7% | 35.5µM* | 4.3% | 35.5µM* | 0.5%
C=C(C(=O)OC)C1C(O)CC2(C)C(O)CCC(=O)C2C1O (stereo not given) | 17.9% | 1.0 | / | / | 2.4% | / | /
COCCOC1CCN(S(=O)(=O)c2ccc(OC)cc2)CC1 | 11.4%[12.5 µM] | -5.9 | -15.3% | -9.5% | i | 7.8% | -5.9%
CNC(=O)c1cnn2c1CN(C(=O)c1cccnc1)CC2 | 0.7%[87.6 µM] | 4.2 | -23.7%[87.6 µM] | i | i | 4.9%[172 µM] | /
Cc1cc(C)n(CC(=O)N2CCC(c3nc(CCOCC4CCCC4)no3)C2)n1 (stereo not given) | 0.7%[12.5 µM] | 23.8 | -25.0% | -13.0% | i | ? | -2.1%
O=C(NC1CC(c2nnc(CO)n2C2CC2)C1)c1ccc(F)cc1Cl (stereo not given) | 3.8% | 14.0 | -3.7% | 0.0% | -4.6% | -3.1% | 0.7%
CC(C)OCCCNC(=O)c1ccc(CSc2nc3cccnc3n2Cc2ccccc2)cc1 | -15.3% | 11.7 | -20.9% | / | / | / | /
CCN1C(=O)CCN(C(=O)NC)CC12CCOCC2 | 5.6% | -3.4 | 42.4%[activator] | 5.0% | i | 3.2% | 3.5%
COc1ccccc1C(=O)N1CCC2(CC(C)=NO2)C1 (stereo not given) | 7.9%[87.6 µM] | 10.6 | -12.4%[87.6 µM] | -11.3%[138 µM] | -3.3%[88.5 µM] | -3.5%[172 µM] | -8.6%[172 µM]
CCOc1ccc(OCC)c(NC(=O)c2cnc(SC)nc2-c2ccccc2)c1 | 3.3% | 15.8 | -20.7% | / | / | / | /
Cc1ccccc1-c1ncnn1-c1sc2c(c1C#N)CCCCC2 | -10.0% | -6.2 | 63.7%[activator] | / | / | / | /
CCC(C)NC(=O)c1cc(-c2cccc(OC)c2)nc2c1cnn2C (stereo not given) | / | -4.5&11.0 | / | ? | / | 100µM*! | /
Cc1cccc(CSc2nc3ccncc3n2Cc2ccc(C(=O)O)cc2)c1 | 18.1% | 4.4 | -0.4% | / | / | / | /
CCCS(=O)(=O)N1CC(N(Cc2cccnc2)CC(C)C)C1 | 9.7% | -7.5 | -14.6% | -29.0% | 3.5% | -27.3% | -11.4%
Cc1ccc(CNC(=O)CCC2CCN(S(=O)(=O)c3ccccc3)CC2)cc1 | -4.7% | 14.1 | 1.8% | ? | -2.2% | -24.2% | -7.1%
Cc1ccc(NC(=O)c2oc3ccc(S(=O)(=O)N4CCCCC4)cc3c2C)cc1C | -3.4% | -1.7 | -8.9% | / | / | / | /
COc1ccc(Nc2ncc(C(=O)Nc3cccc(Cl)c3)c3ccccc23)cc1 | -10.8% | -7.4 | -22.0% | / | / | / | /
CN(C)C[C@@H]1CN(S(C)(=O)=O)C[C@H]1NC(=O)CN1CCOCC1 | 1.5% | 0.5 | 5.0% | -7.1% | i | -1.3% | 6.8%
O=C(c1cnccn1)N1CCC(Nc2cccnc2)C1 (stereo not given) | -4.5% | 7.9 | -28.0% | i | 2.9% | -6.1% | 0.9%
CCC(CC)C(=O)N1CC2=CC(C)(C)COc3ccc(OC)c(c32)C1 | / | 20.2 | / | ? | / | ? | /
CCn1nccc1C(=O)N1CCC2(CC1)NCCc1c2[nH]c2ccccc12 | 2.9%[12.5 µM] | 47.1 | 15.1% | -20.7% | -0.6% | ? | -1.8%
CNC(=O)[C@@H](c1ccc(Cl)cc1)N1CCC[C@H]1C(=O)N1CCCC1 | -10.9%[87.6 µM] | -1.4 | 5.5%[87.6 µM] | -13.2%[174 µM] | 3.3%[88.5 µM] | -10.3%[172 µM] | -3.0%[172 µM]
C[C@@H]1CN(C(=O)NCC2CCCCC2)CC[C@@]1(O)C1CCOCC1 | -6.2% | 2.2 | -7.4% | -1.8% | -2.0% | -1.8% | 6.9%
O=C(c1cccc(OC2CN(Cc3cccc(F)c3)C2)c1)N1CCOCC1 | ? | 10.8 | -5.4% | i | -5.8% | 0.1% | 1.5%
COCCN1C(=O)c2cccn2CC1CNS(=O)(=O)Cc1ccccc1 (stereo not given) | -12.5% | 11.0 | 1.6% | 3.3% | 0.2% | 0.7% | 0.0%
CCS(=O)(=O)Nc1ccc(C)n(CC(=O)N(C)Cc2ccccc2)c1=O | 13.5% | 8.2 | 0.2% | i | -6.7% | 7.2% | -0.9%
CC(C)ON([C@@H](C(=O)NO)C(C)C)S(=O)(=O)c1ccc(-c2ccccc2)cc1 | -19.6% | / | ? | / | -0.5% | / | /
Fc1ccc(-c2nnc3ccc(NCCc4ccccc4)nn23)nc1 | 5.4%[87.6 µM] | -23.0 | 78.8%[activator][87.6 µM] | ? | -6.1%[88.5 µM] | ? | ?
CN(C)c1ncc2c(n1)C(C)(C(=O)Nc1ccncc1)CCC2 (stereo not given) | 4.7%[87.6 µM] | 8.0 | -11.7%[87.6 µM] | 10µM* | -5.7%[88.5 µM] | ? | 4.1%[172 µM]
CN1c2cc(C(=O)Nc3ccc(F)c(Cl)c3)ccc2C(=O)N2CCCCCC21 (stereo not given) | 4.6%[12.5 µM] | 40.6 | 63.4%[activator] | -23.8% | i | ? | ?
COc1ccc(Cn2c3c(c(=O)n2Cc2ccccc2)CCN(C(=O)Cc2cccc(Cl)c2)C3)cc1 | -17.0% | 11.3 | 13.0% | ? | -10.3% | ? | -0.4%
O=C(Cn1ccn2nc(-c3ccc(F)cc3)c(CO)c2c1=O)N1CCCCCC1 | -10.7% | 11.9 | 5.9% | -10.6% | -25.2% | -11.4% | -9.6%
Cc1cnc(NC(=O)c2ccc3c(c2)OCCN(C2CCC2)C3)s1 | -4.2%[87.6 µM] | -7.3 | 15.6%[87.6 µM] | ? | 4.7%[88.5 µM] | ? | ?
CC(C)(O)CCc1cccc(C(=O)N2CCN(CC3CCCC3)CC2)c1 | -0.7% | 16.3 | 13.4% | -5.5% | -5.2%[11.5 µM] | -10.9% | 0.0%
CNC(=O)c1cc(C2CC2)nc2c1c(C1CCN(C(=O)c3ccncc3)C1)nn2C (stereo not given) | / | 18.2 | / | -6.6% | / | 0.3% | /
CCN(CC)C(=O)COC1CN(Cc2ccc(O)cc2)CC(=O)N(CCc2ccccc2)C1 (stereo not given) | 8.5% | 18.7 | -5.2% | i | 1.8% | 14.4% | -0.2%
COc1cccc2[nH]c(C(=O)NCc3ccc4c(c3)CCN4C(=O)c3ccc(F)cc3)cc12 | 7.0% | 5.7 | -5.4% | / | / | / | /
COC1CN(c2ccc(C)cc2)C12CCN(C(=O)c1ccnn1C)CC2 (stereo not given) | 10.8% | 4.9 | -0.7% | -2.9% | -1.0% | -6.8% | -4.1%
COc1ccc(CNC(=O)C2(c3ccc(NC(C)=O)cc3)CCCCC2)cc1 | -5.6% | 0.3 | 2.6% | -12.7% | -5.0% | ? | 3.1%

Fetched one by one from above, two records:
SMILES | HEK293 viab | IP6K1 inh | SNCA expr inh | 3T3 cytotox | GPT2 inh | HEK cytotox | FLuc inh
CCS(=O)(=O)Nc1ccc(C)n(CC(=O)N(C)Cc2ccccc2)c1=O | 13.5% | 8.2 | 0.2% | i | -6.7% | 7.2% | -0.9%
CC(C)ON([C@@H](C(=O)NO)C(C)C)S(=O)(=O)c1ccc(-c2ccccc2)cc1 | -19.6% | / | ? | / | -0.5% | / | /

More results follow.
SMILES | HEK293 viab | IP6K1 inh | SNCA expr inh | 3T3 cytotox | GPT2 inh | HEK cytotox | FLuc inh
CN1Cc2c(cc(N3CCOCC3)nc2-c2cccc(C(F)(F)F)c2)C1=O | 8.5%[87.6 µM] | 11.1 | 4.8%[87.6 µM] | 5.62µM* | ? | -40.3%[172 µM] | -2.5%[172 µM]
CC(C)C(=O)N1CCC(Cc2noc(-c3ccccc3)n2)C1 (stereo not given) | 4.4% | 6.7 | 4.8% | -23.9% | i | -28.3% | ?
Cc1oc2c(c1C(=O)NCc1cccc(Br)c1)C1=NCCN1C=N2 | 12.9% | 22.7 | 31.4%[activator] | / | / | / | /
COc1ccc(CNC(=O)C2CCCCN2Cc2ccc(-c3ccccc3OC)cc2)cc1 (stereo not given) | ? | 9.3 | -6.9% | ? | i | 31.6µM* | /
Cc1nc(-c2c3n(c(=O)n(CC(=O)NCc4cccs4)c2=O)CCCCC3)no1 | 5.9% | 5.4 | 2.1% | i | 1.2% | -6.8% | 0.0%
O=C(N1CCN([S+](=O)([O-])Cc2ccccc2)CC1)N1CC2CC(C1)[C@H]1CCCC(=O)N1C2 (stereo not given in full) | -2.5% | 8.0 | 5.4% | i | -4.0% | 8.9% | 5.0%
COCCO[C@H]1C(=O)N(C2CCN(C(=O)c3sc(C)nc3C)CC2)[C@H]1c1ccncc1 | 6.0% | 16.7 | 13.9% | i | i | -6.8% | -4.4%
CS(=O)(=O)N1CCC2(CC1)NCCc1c2[nH]c2ccccc12 | 0.1%[12.5 µM] | 5.2 | 4.2% | -23.7% | -11.7% | ? | 9.4%
